# Compound activity from PubChem.
# WT yeast gro inh = growth inhibition of WT yeast, mitochondrial fusion screen. mitochondrial fusion phenotypic screen, WT strain. inhibition, % at 10 µM. 2.1% of 190,000 active. AID 1362; in the data active = inhibition above about 58%; tested in S. cerevisiae
# M1AAP inhibition = malaria alanyl aminopeptidase activity blockers – biochemical, fluorogenic H-Leu-NHMec substrate, 1536-well (AID 1445); recombinant M1AAP, H-Leu-NHMec fluorogenic kinetic assay; higher % means a stronger effect; 0.42% of 220,000 active; inhibition, % at 30 µM; hits with a dose series show IC50 in µM;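 active = primary inhibition above the hit cutoff, then over 50% inhibition at one or more dose response concentrations, cut at about 23% in these data, passing the limit was not always enough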;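 note: plate controls were DMSO full reaction for no effect and no enzyme background for full effect; strong numbers were not always called active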
# Autophagy mod = autophagy modulation, high-content screen; 0.98% of 190,000 active; MEF GFP-LC3 puncta imaging; test concentration mostly 10 µM; calls only at 10 µM (by protocol);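 active = percentage of spot-positive cells more than 3 SD above its plate mean, without a fluorescence outlier flag or 80% toxicity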;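 note: spot-positive cell cutoff set from DMSO-treated cells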
# MT stabilizer = microtubule stabilization, imaging screen. HeLa tubulin immunostaining HCS, 24 h; share of cells brighter than vehicle mean+2SD. % tubulin-high responders, % at 10 µM. 0.83% of 200,000 active;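 active = plate Z-score above 3 for both tubulin-high and condensed-nucleus cell shares, with cell loss under 80%, at 10 µM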;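 note: anti alpha tubulin signal scored within the nucleus-defined area of each cell; some results filed as inactive read as strong as hits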
# M17LAP inhibition = P. falciparum M17LAP inhibitors, primary screen, biochemical, fluorogenic H-Leu-NHMec substrate, 1536-well (AID 1619); recombinant M17LAP, H-Leu-NHMec fluorogenic kinetic assay; higher % means a stronger effect; one-dose inhibition, % at 30 µM; IC50 in µM for titrated hits; 0.38% of 220,000 active;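 active = compound inhibiting the enzyme by more than half at any dose during confirmatory dose-response retesting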;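 note: plate controls were full reaction with DMSO carrier for no effect and no enzyme background for full effect; strong numbers were not always called active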
# Dynein transport = blocks dynein driven cargo transport along microtubules; 3617.4 mouse cells, GR-EGFP nuclear translocation imaging; test concentration mostly 20 µM; stimulated with dexamethasone, 1 µM; stronger effect = lower value; z-score, hits read low; 0.47% of 220,000 active;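 active = plate z-score of nuclear minus cytoplasmic receptor signal below a set negative limit, without overly bright fluorescence or cell loss, cut at about -3.5 in these data, passing the limit was not always enough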;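 note: z-score of nuclear minus cytoplasmic ring GR-EGFP intensity difference per well; some compounds called inactive have numbers as strong as hits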
#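 medium = tetracycline-free induction medium containing charcoal-stripped FBS | probe or stimulus = dexamethasone, 1.0 µM final | timing = 48 h induction, then 1 h compound, then 30 min agonist, 37 °C | detection = automated 10x imaging of fixed Hoechst-stained cells | read-out basis = nuclear versus cytoplasmic GR-EGFP signal, averaged per well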
# Yfh1-depleted yeast = enhancers of respiration in Yfh1-depleted yeast, dose response, Friedreich's ataxia, plus single-dose screen (AID 1465) | S. cerevisiae Yfh1-off respiration, WST-1 reduction, 72 h; higher fold induction means a stronger effect | one-dose fold induction at 50 µM; EC50 in µM for titrated hits | 0.074% of 220,000 active;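 active = fold induction of absorbance versus untreated yeast above a set limit, then at least 30% activation at any dose in follow-up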;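 note: activators that raise dye reduction in frataxin-depleted yeast; strong numbers were not always called active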
# T cell modulator = modulates CD8 T cell binding to vesicles; 2C CD8+ T cell-vesicle binding, flow cytometry; stronger effect = lower value; calls only at 7 µM; 0.068% of 330,000 active;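 active = response, share of CD8 T cells binding vesicles, and their 90th percentile fluorescence all below set limits, cut at about 80% in these data, passing the limit was not always enough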
#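 Incubation: binding step 1.5 h, 37 °C, antibody labelling 20 min, ice; system: murine 2C transgenic CD8+ T lymphocytes; technique: cytometric PE anti-B7-1 and Alexa647 anti-CD8 signals after 1% paraformaldehyde fixation; also added: QL9-charged Drosophila Ld/ICAM-1/B7-1 vesicles; control set: naked versus QL9-loaded vesicles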
# b-catenin transl = beta-catenin nuclear translocation modulation | AID 1665 | nuclear translocation activity, % at 5 µM | HeLa beta-catenin nuclear translocation, immunofluorescence imaging | 0.3% of 190,000 active;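 active = nuclear translocation activity above 50% at 5 µM, with a well cell count of 50 or more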;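 note: per-cell ratio of nuclear to cytoplasmic median beta-catenin stain intensity; plate controls were DMSO negative control for no effect and GSK-3 inhibitor IX positive control for full effect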
#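 Test system: human HeLa cell line; Doses: 5 µM primary, 0.02–20 µM confirmation; Incubation: 24 h compound exposure, 37°C; Detection: beta-catenin immunofluorescence imaging with DAPI; Read-out: beta-catenin nuclear/cytoplasmic ratio, % activation.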
# WT yeast gro inh mutant strain = also measured in WT yeast gro inh; calls as there; inhibition, %; mitochondrial fusion phenotypic screen, mutant strain inhibition
# Dynein transport cytoplasmic EGFP = further read-out of Dynein transport, marked with its call; z-score; measured here: cytoplasmic GR-EGFP intensity; stronger effect = higher value
# Dynein transport nuclear GR-EGFP = second read-out of Dynein transport, no call of its own (marks repeat the call); z-score; measured here: nuclear GR-EGFP intensity;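 lower value marks the stronger effect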
# Dynein transport cell count = further read-out of Dynein transport, marked with its call; z-score; measured here: cell count per field
# b-catenin transl cell count 5 µM = recorded beside b-catenin transl, whose call it bears; cell count; measured here: cell count, cytotoxicity flag
# T cell modulator vesicle-bound % = further read-out of T cell modulator, marked with its call; double positive events, %; measured here: CD8+ vesicle-bound cell fraction;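 binding gate set so that unloaded-vesicle control wells show 10% double positive cells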
# MT stabilizer Hoechst-high % = also measured in MT stabilizer; calls as there; % Hoechst-high responders; measured here: nuclear condensation Hoechst responders;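 share of cells brighter than vehicle mean plus two SD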
# MT stabilizer cytotoxicity % = also measured in MT stabilizer; calls as there; toxicity, %; measured here: cytotoxicity by cell density;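 0% = mean cell density of plate MIN control wells and 100% = no cells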
# Autophagy mod cell loss 18 h = recorded beside Autophagy mod, whose call it bears; toxicity, %; measured here: cell loss, nuclei count;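 cell loss after 18 h compound exposure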
# The depositor's hits bear a star; i = inactive; . = not tested or not shown.
mol	WT yeast gro inh	WT yeast gro inh mutant strain	M1AAP inhibition	Autophagy mod	Autophagy mod cell loss 18 h	MT stabilizer	MT stabilizer Hoechst-high %	MT stabilizer cytotoxicity %	M17LAP inhibition	Dynein transport	Dynein transport cytoplasmic EGFP	Dynein transport nuclear GR-EGFP	Dynein transport cell count	Yfh1-depleted yeast	T cell modulator	T cell modulator vesicle-bound %	b-catenin transl	b-catenin transl cell count 5 µM
CCOC(=O)c1sc(=S)n(C)c1N	-8	-6	7%	i	-9	3.6	0.5	4.6	11%	-0.26	-0.069	0.058	0.18	i	i	6	-0.7	855
CCN(CC)c1ccc(NC(=O)CCS(=O)(=O)c2cccc3nsnc23)c(C)c1	-1	6	5%	i	0	5.3	1.0	4.9	19%	-0.37	-0.24	-0.36	-0.054	i	i	25	-3.3	1133
COc1ccc(NC(C)=O)cc1NC(=O)CN1CCN(C2c3ccccc3-c3ccccc32)CC1	60*	42*	-1%	i	12	7.0	2.9	13	4%	0.35	-0.43	0.31	-0.34	i	i	44	-2.7	1393
CCOc1cc2[nH]c(=O)n(CCCCCC(=O)NCc3ccco3)c(=O)c2cc1OCC	15	19	-2%	i	-10	3.0	1.2	7.8	4%	-0.88	3.3	0.2	0.37	i	i	39	1.9	978
O=[N+]([O-])c1ccc(O)c(C=Nc2ccc3oc(Cc4ccc(Cl)cc4)nc3c2)c1	-8	10	8%	i	3	7.4	1.6	5.0	9%	0.3	-0.35	-0.23	-0.029	i	i	65	-0.6	1070
Cc1cc(C)c(N(C(=O)c2csnn2)C(C(=O)NC(C)(C)C)c2ccncc2)c(C)c1 (stereo unspecified)	-6	-2	-3%	i	-21	3.5	1.2	1.4	9%	1.5	-0.21	0.83	-0.21	i	i	15	2.2	892
CCC(c1nnnn1CCOC)N(Cc1ccc(C)cc1)Cc1cc2cc(OC)ccc2[nH]c1=O (stereo unspecified)	-8	0	15%	i	-10	2.2	1.9	6.8	-97%	0.03	-0.22	0.3	1.1	i	i	34	.	.
CCCCn1c(SCC(=O)c2cc(OC)ccc2OC)nc2cc(S(N)(=O)=O)ccc21	18	25	3%	i	-2	3.4	1.9	4.7	6%	0.78	-0.099	0.85	-0.001	i	i	21	-6.5	892
COc1ccc(-c2ccc(/C=N/N3C(=O)C4C5C=CC(C6CC56)C4C3=O)o2)c([N+](=O)[O-])c1 (stereo unspecified)	2	-4	10%	i	10	4.7	3.1	3.8	0%	-0.81	1.5	-0.12	0.27	i	i	0	-1.6	1146
COc1cc(C(=O)Nc2ccc(S(=O)(=O)N3CCOCC3)cc2)c([N+](=O)[O-])cc1OC	-6	-12	1%	i	18	3.2	1.5	5.1	1%	-0.032	-0.19	0.033	0.51	i	i	66	2.0	1054
NC(=O)CSc1ncnc2c1nnn2Cc1ccc(F)cc1	-2	0	-6%	i	12	3.8	1.4	3.1	-4%	-0.65	0.25	-0.31	-1	i	i	31	0.8	1122
Cc1ccc(-c2nnc(SCC(=O)N/N=C/c3ccccc3C(=O)O)n2-c2ccccc2)cc1	12	0	-1%	i	-3	3.5	1.3	11	8%	0.98	-0.15	0.11	-0.66	i	i	56	-1.6	1137
CCc1ccc(C(=O)NC(CC(C)C)C(=O)O)cc1 (stereo unspecified)	-11	3	5%	i	-6	1.5	0.5	10	16%	-1.2	0.069	-0.59	0.37	i	i	47	3.3	1120
COc1ccc(C(=O)CN2Cc3ccccc3C2=N)cc1	.	.	-2%	.	.	.	.	.	-1%	-0.014	-0.26	0.65	-0.47	i	i	19	0.8	1337
COCCN(Cc1cc2cc(C)cc(C)c2nc1Cl)C(=O)Nc1ccccc1	44	30	10%	i	23	34*	58*	43*	5%	-0.45	-0.19	-0.42	-1.2	i	i	10	0.3	1093
Cc1ccc(S(=O)(=O)NCC(c2ccccc2)N2CCN(CCC#N)CC2)cc1 (stereo unspecified)	-5	-21	15%	i	-14	2.9	1.9	3.4	0%	1.4	-0.23	0.86	-0.21	i	i	7	-1.6	1097
CCS(=O)(=O)c1ccc2oc(Nc3ccccc3Br)nc2c1	.	.	0%	.	.	.	.	.	0%	0.6	-0.27	0.33	-0.051	i	i	38	3.2	984
Cc1cccc(N2CCN(C(=O)Cn3nc(Cc4ccncc4)c4ccccc4c3=O)CC2)c1C	-9	-12	.	.	.	6.7	2.8	7.8	.	0.67	-0.27	0.73	0.12	i	i	25	.	.
Cc1ccc(S(=O)(=O)/N=C(/c2ccc(F)cc2)N2CCCC2)cc1	-7	-15	0%	i	-11	2.8	2.7	5.8	10%	-0.043	-0.27	-0.024	-0.054	i	i	54	-0.4	1097
CN(C)c1ccc(C(=O)Nc2ccc(S(=O)(=O)NC3=NCCCCC3)cc2)cc1	4	6	.	i	-51	5.7	1.9	3.9	.	-0.16	-0.33	-0.18	0.3	i	i	43	-0.7	1099
CC(C)Nc1c([N+](=O)[O-])c(=O)oc2ccccc12	-10	4	6%	i	19	1.5	1.3	8.0	6%	-0.9	-0.26	-0.37	0.68	i	i	19	0.9	1101
CC(=O)NC1=NN(C(C)=O)C(C)(CCS(=O)(=O)c2ccc(Br)cc2)S1 (stereo unspecified)	-2	-14	4%	i	15	3.5	1.5	5.6	-1%	0.59	-0.2	0.06	-1.2	i	i	6	-3.2	1099
O=C(CCCSc1nc2ccccc2[nH]1)NC1=NCCS1	23	-2	10%	i	4	3.6	1.2	4.3	-58%	-0.044	-0.39	-0.33	1.2	i	i	34	-3.4	796
N#Cc1ccc(Cn2ccnc2C(=O)Nc2ccccc2)cc1	19	15	1%	i	-1	0.1	2.8	6.6	1%	-0.7	-0.15	0.0028	0.48	i	i	58	0.0	1130
COc1ccc(N2CCN(C(=O)CN(C)S(=O)(=O)c3cc(C)ccc3OC)CC2)cc1	-12	-17	1%	i	-9	5.1	3.1	10	-11%	0.61	-0.21	-0.21	0.34	i	i	65	-0.1	1589
CCOc1ccc(NC(=S)N2CCN(c3ccc(N4CCOCC4)nn3)CC2)cc1	9	5	-15%	i	2	2.5	0.9	0.2	-38%	2.2	0.4	1.8	-2.1	i	i	50	-0.1	1159
CC(C)(C)NC(=O)NC(=O)CSc1ncn[nH]1	-1	-4	1%	i	3	5.2	1.8	3.4	-1%	0.94	2.7	0.78	-1.6	i	i	45	-1.3	1088
Cc1[nH]n(-c2nc(-c3ccccc3F)cc(=O)[nH]2)c(=O)c1CCO	5	6	-4%	i	10	2.4	1.7	12	5%	-0.24	-0.28	0.075	0.077	i	i	19	0.0	1528
CC(=O)Nc1ccc(-c2csc(N/N=C(/C)c3ccccc3)n2)cc1	.	.	12%	.	.	.	.	.	2%	1.2	-0.098	1.2	-1.8	i	i	32	2.1	1265
CCCS(=O)(=O)c1c(S(=O)(=O)CCC)c2ccc(C(N)=O)cn2c1C(=O)c1ccc(F)cc1	-8	-5	-2%	i	-8	2.6	2.7	9.2	7%	0.21	-0.29	0.47	-0.34	i	i	62	-0.4	986
O=C(C1Cc2ccccc2CN1S(=O)(=O)c1ccc(F)cc1)N1CCCCCC1 (stereo unspecified)	-1	-2	5%	i	-3	1.8	2.3	9.1	-2%	-0.33	-0.03	0.021	0.16	i	i	16	.	.
CC1(C)CC(=O)C(C(=O)Cc2ccccc2[N+](=O)[O-])C(=O)C1	10	0	1%	i	9	2.6	1.9	6.9	5%	0.49	-0.24	0.32	0.17	i	i	26	-0.8	582
CN(Cc1ccccc1)c1ncnc2ccc(Br)cc12	21	32	-1%	i	6	3.7	2.5	0.5	-2%	-0.43	-0.19	0.07	-0.26	i	i	55	.	.
O=C1CC2(CCCC2)C(=O)N1c1ccc(S(=O)(=O)NCC2CC2)cc1Cl	.	.	4%	.	.	.	.	.	4%	0.91	-0.27	0.99	-0.068	i	i	50	0.0	1295
Nc1nc(CSc2nc3ccccc3s2)nc(N2CCCCC2)n1	8	27	8%	i	-7	1.1	1.2	5.1	11%	-0.086	-0.19	-0.11	0.27	i	i	39	-6.7	956
O=C(O)Cc1coc2ccc3ccccc3c12	-14	-4	1%	i	-1	1.9	1.6	4.7	10%	-1.1	-0.15	-0.93	0.37	i	i	59	-4.7	1132
CC(C)[C@H](NC(=O)[C@@H]1CSCN1C(=O)OC(C)(C)C)C(=O)NCC1CCC(C(=O)O)CC1 (stereo partly specified)	1	16	7%	i	0	3.2	2.5	4.8	12%	0.32	-0.13	0.05	-0.16	i	i	37	.	.
